Bioassay records deposited in PubChem BioAssay by several laboratories.
CRFBP-R2 agonist: agonists of CRF-BP/CRF-R2 complex, primary screen, cell-based, HEK293, calcium dye fluorescence, uHTS; 350,000 tested, 0.46% active; CRF-binding protein / CRF receptor 2 complex (human); calcium dye fluorescence (FLIPR); percent of saturating CRF peptide response; activation, % at 13.2 µM;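 active = activation of at least 50%, plus an integration ratio under a set limit after plate pattern correction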;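 note: plate controls were neutral control wells without compound for no effect and CRF at EC100 for full effect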
CRFR2-BP antag: antagonists of CRF-BP/CRF-R2 complex, primary screen, cell-based, HEK293, calcium dye fluorescence, uHTS | CRF-induced calcium fluorescence | inhibition, % at 11.8 µM | 350,000 tested, 0.59% active;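 active = inhibition of the ligand-induced calcium signal above about 50% at the single tested concentration, limit read from the data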
CHRM5 antagonist: human M5 muscarinic receptor antagonists, primary screen, CHO cells, Fluo-8 calcium fluorescence; 360,000 tested, 0.59% active; Muscarinic acetylcholine receptor M5 (Homo sapiens), P08912; CHO-hM5 cells, ACh EC80; inhibition, % at 3 µM;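 active = inhibition above a per-plate cutoff, the mean of that plate's test compounds plus 3 SD, cut at about 27% in these data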;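 note: 0% = acetylcholine EC80 with DMSO and 100% = DMSO without agonist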
Target sequence (P08912 whole entry, looked up): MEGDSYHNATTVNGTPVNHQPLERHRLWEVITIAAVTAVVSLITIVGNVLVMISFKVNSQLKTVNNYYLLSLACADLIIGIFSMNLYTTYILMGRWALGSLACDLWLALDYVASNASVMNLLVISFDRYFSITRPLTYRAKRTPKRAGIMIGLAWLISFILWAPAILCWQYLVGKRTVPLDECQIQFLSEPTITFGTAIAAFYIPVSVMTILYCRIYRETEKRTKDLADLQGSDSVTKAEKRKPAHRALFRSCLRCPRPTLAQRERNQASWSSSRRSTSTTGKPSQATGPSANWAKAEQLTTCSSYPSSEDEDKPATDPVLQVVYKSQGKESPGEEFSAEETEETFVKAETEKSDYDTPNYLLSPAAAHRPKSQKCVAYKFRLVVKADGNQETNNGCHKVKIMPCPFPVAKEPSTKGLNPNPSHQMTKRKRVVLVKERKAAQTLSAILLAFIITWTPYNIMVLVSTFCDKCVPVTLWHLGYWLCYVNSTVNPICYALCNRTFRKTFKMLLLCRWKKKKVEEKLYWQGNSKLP
CHRM4 PAM: human M4 muscarinic receptor positive allosteric modulators, primary screen, CHO-K1 cells, Fluo-8 calcium fluorescence; Muscarinic acetylcholine receptor M4 (Homo sapiens), P08173; CHO-K1 hM4/Gqi5, ACh EC20; 0% = ACh EC20, 100% = maximal ACh; activation, % at 3 µM; 360,000 tested, 0.4% active;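 active = activation above its plate's cutoff, the mean activation of sample wells plus 3 SD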; note: some results filed as inactive read as strong as hits
CHO-K1 Ca PAM: nonselective calcium activators in parental CHO-K1 cells, primary screen, counter-screen for M1 PAM project, cell-based, Fluo-8 calcium fluorescence, full deck, 1536-well | ATP EC20; 0% at ATP EC20, 100% at ATP max | activation, % at 3 µM | 360,000 tested, 0.02% active;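 active = activation above the run cutoff, the mean activation of all test compounds plus 3 SD, cut at about 40% in these data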;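 note: peak over basal fluorescence ratio in a 140 s read after ATP addition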
CHRM5 PAM: human M5 muscarinic receptor positive allosteric modulators, primary screen, CHO-K1 cells, Fluo-8 calcium fluorescence. activation, % at 3 µM. Muscarinic acetylcholine receptor M5 (Homo sapiens), P08912. CHO-K1 hM5, ACh EC20 PAM; 0% = ACh EC20, 100% = ACh EC100. 360,000 tested, 0.3% active;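 active = activation above the run cutoff, the mean activation of all test compounds plus 3 SD, cut at about 18% in these data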
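System – CHO-K1 hM5 cells · Compound – 3 µM, single dose · Incubation – compound preincubation 140 s before EC20 acetylcholine addition · Technique – Fluo-8 calcium fluorescence · Measure – Max/basal fluorescence ratio as % of EC20–EC100 ACh window · Benchmarks – low control EC20 acetylcholine (0%), high control EC100 acetylcholine (100%) · Replication – singlicate, one well per test compound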
TAAR1 agonist: human TAAR1 agonists, primary screen, Fluo-8 calcium fluorescence, CHO RD-HGA16 cells; Trace amine-associated receptor 1 (Homo sapiens), Q96RJ0; AID 624467, 2012; vehicle wells 0%, saturating PEA agonist 100%; 360,000 tested, 0.99% active; activation, % at 3 µM;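 active = activation above the mean activation of all test compounds in the run plus 3 SD, cut at about 38% in these data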
Target sequence (Q96RJ0 whole entry, looked up): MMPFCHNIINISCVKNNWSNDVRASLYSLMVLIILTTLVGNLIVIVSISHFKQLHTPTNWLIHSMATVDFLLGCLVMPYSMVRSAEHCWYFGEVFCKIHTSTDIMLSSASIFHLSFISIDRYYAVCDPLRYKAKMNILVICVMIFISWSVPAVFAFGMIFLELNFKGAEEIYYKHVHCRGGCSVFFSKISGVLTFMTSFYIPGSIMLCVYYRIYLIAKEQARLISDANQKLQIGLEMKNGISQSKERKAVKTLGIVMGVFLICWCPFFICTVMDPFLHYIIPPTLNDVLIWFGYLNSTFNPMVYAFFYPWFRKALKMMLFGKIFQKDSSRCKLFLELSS
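Test system: RD-HGA16 (CHO) cells co-expressing Gα16 and hTAAR1 | Doses: Single dose, 3 µM | Schedule: 17-24 h seeding, 75 min 37 °C dye, 30 min RT | Evaluation: % activation from peak over basal fluorescence ratio, DMSO-to-PEA scaled | Technique: Kinetic Fluo-8 calcium fluorescence | Benchmarks: Low control DMSO, high control PEA (EC100)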
TAAR1 antagonist: human TAAR1 antagonists, primary screen, Fluo-8 calcium fluorescence, CHO RD-HGA16 cells; AID 624466, 2012; inhibition, % at 3 µM; 360,000 tested, 1.5% active; antagonist;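 active = inhibition above a per-plate cutoff, the mean inhibition of test compounds on that plate plus 3 SD, cut at about 49% in these data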;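 note: 0% = DMSO plus EC80 beta-PEA response and 100% = DMSO alone without agonist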
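Material: RD-HGA16 CHO cells with stable hTAAR1 and Gα16; Dosing: single nominal final test compound concentration of 3 µM; Schedule: seeding 17-24 h prior, 75-min 37 °C, 30-min RT dye loading; Detection: kinetic Fluo-8 calcium fluorescence measurement; Measure: % inhibition from peak post-agonist over basal fluorescence ratio; Benchmarks: vehicle and agonist controls.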
CHRM5 agonist: human M5 muscarinic receptor agonists, primary screen, CHO-K1 cells, Fluo-8 calcium fluorescence. activation, % at 3 µM. CHO-K1 hM5 cells; 0% DMSO wells, 100% maximal acetylcholine response. 360,000 tested, 0.19% active;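 active = activation above the run's mean over test compounds plus 3 SD, cut at about 23% in these data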;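 note: signal is peak over basal fluorescence ratio across the kinetic read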
* hit, by the source's call; x = no result given.

SMILES	CRFBP-R2 agonist	CRFR2-BP antag	CHRM5 antagonist	CHRM4 PAM	CHO-K1 Ca PAM	CHRM5 PAM	TAAR1 agonist	TAAR1 antagonist	CHRM5 agonist
Fc1ccc(C(c2nnnn2C2CCCC2)N2CCc3ccccc32)cc1 (stereo not drawn)	-2.3	24	7	-5	1	-6	20	20	-5
CN(C)CCN(C(=O)C1=COCCO1)c1nc2ccc(F)cc2s1	3.2	-9	7	6	-2	-2	1	-11	-4
CCOC(=O)C1CCN(C(=O)COc2ccc(Br)cc2)CC1	1.1	-3	-6	3	25	8	2	-19	-1
COc1ccc(OC)c(-c2cc(C(=O)NCc3ccc(Cl)cc3)no2)c1	3.5	5	-8	11	16	14	1	-31	1
CC1CCCC(C)N1CCCNC(=O)c1csc2c1CCCCC2 (stereo not drawn)	2.2	-6	-1	-7	10	-4	1	-1	-8
Cc1ccc(Oc2ccc(NC(=O)CCC(=O)OCC(=O)c3cccs3)cc2)cc1C	2.8	-61	10	3	11	3	0	22	-3
CCOc1ccccc1NC(=O)COC(=O)COc1cccc2c1OC(C)(C)C2	-2.1	7	-3	-4	15	-1	4	2	1
CN1CCN(C2CN(Cc3cn(Cc4ccc(Cl)cc4)nn3)S(=O)(=O)C2)CC1 (stereo not drawn)	x	x	-3	4	7	-13	3	-20	-5
Cc1sc(NC(=O)c2ccccc2F)c(CN2CCCCC2)c1C	2.0	-43	6	1	18	-6	2	-5	-4
O=C(Nc1cccc(S(=O)(=O)Nc2ccc(SC(F)F)cc2)c1)C1CCC1	-1.4	7	8	-1	2	-12	6	18	9
O=[N+]([O-])c1cccc(-c2c(-c3ccccc3)ncc3cc(F)ccc23)c1	-1.7	12	11	-5	0	-16	11	45	-4
CCCN1CCC(=O)N(CCO)CC1	0.5	3	10	14	7	5	3	1	-1
COc1ccccc1CC(=O)N1CCN(S(=O)(=O)c2ccccc2)CC1	-1.3	-5	9	-5	0	-9	2	-9	-7
Cc1c(OC(C)C(=O)NCC2CCC(C(=O)O)CC2)ccc2c(-c3ccccc3)cc(=O)oc12 (stereo not drawn)	5.0	12	5	-5	1	-1	0	22	0
COc1ccc(-c2csc3ncnc(N4CCN(S(=O)(=O)c5cccc(C(F)(F)F)c5)CC4)c23)cc1	3.9	-8	4	4	1	2	-1	-12	-2
Cc1ccc(S(=O)(=O)NCC(=O)N(CC(=O)NCC2CCCO2)Cc2ccccc2Cl)cc1 (stereo not drawn)	-2.5	18	8	-1	24	3	9	4	-4
COc1cccc(N(CC(=O)NCCSCc2ccco2)S(=O)(=O)c2ccccc2)c1	-1.8	-1	7	-3	1	-6	3	31	0
CCN1CCN(C(=O)C2CCCN(c3ncnc4c3nc3n4CCCCC3)C2)CC1 (stereo not drawn)	-2.5	10	3	2	-23	6	0	-10	-7
COc1ccc(C(NC(=O)C2CCN(CCOc3ccc(Cl)cc3Cl)CC2)c2ccccc2C)cn1 (stereo not drawn)	x	x	-1	4	12	-2	1	3	1
COc1ccc(OC)c(N(CC(=O)NC2CCCC2)S(=O)(=O)c2ccc(OC)c(OC)c2)c1	-2.0	-6	5	-5	-10	-8	5	17	1

One compound at a time, as listed above:
Listed for CN(C)CCN(C(=O)C1=COCCO1)c1nc2ccc(F)cc2s1 → CRFBP-R2 agonist: 3.2; CRFR2-BP antag: -9; CHRM5 antagonist: 7; CHRM4 PAM: 6; CHO-K1 Ca PAM: -2; CHRM5 PAM: -2; TAAR1 agonist: 1; TAAR1 antagonist: -11; CHRM5 agonist: -4
Listed for CC1CCCC(C)N1CCCNC(=O)c1csc2c1CCCCC2 (stereo not drawn) → CRFBP-R2 agonist: 2.2; CRFR2-BP antag: -6; CHRM5 antagonist: -1; CHRM4 PAM: -7; CHO-K1 Ca PAM: 10; CHRM5 PAM: -4; TAAR1 agonist: 1; TAAR1 antagonist: -1; CHRM5 agonist: -8

Some entries already given, limited to CHO-K1 Ca PAM:
compound	CHO-K1 Ca PAM
COc1ccc(-c2csc3ncnc(N4CCN(S(=O)(=O)c5cccc(C(F)(F)F)c5)CC4)c23)cc1	1
Cc1ccc(S(=O)(=O)NCC(=O)N(CC(=O)NCC2CCCO2)Cc2ccccc2Cl)cc1 (stereo not drawn)	24
COc1cccc(N(CC(=O)NCCSCc2ccco2)S(=O)(=O)c2ccccc2)c1	1
CCN1CCN(C(=O)C2CCCN(c3ncnc4c3nc3n4CCCCC3)C2)CC1 (stereo not drawn)	-23
COc1ccc(C(NC(=O)C2CCN(CCOc3ccc(Cl)cc3Cl)CC2)c2ccccc2C)cn1 (stereo not drawn)	12

Next part:
SMILES	CRFBP-R2 agonist	CRFR2-BP antag	CHRM5 antagonist	CHRM4 PAM	CHO-K1 Ca PAM	CHRM5 PAM	TAAR1 agonist	TAAR1 antagonist	CHRM5 agonist
CC(=O)NCc1ccc(S(=O)(=O)N/N=C/c2ccccc2)cc1	-0.4	-9	4	4	9	-7	2	-8	-1
CC1=C(C(=O)N(C(C)C)C(C)C)CC(CC(=O)NC2CCCC2)C(=O)N1CCC1=CCCCC1 (stereo not drawn)	x	x	0	2	10	2	-3	1	-1
COc1ccc(-n2c(SCC(=O)NCC3CCCO3)nc3ccccc32)cc1 (stereo not drawn)	-1.4	20	-4	1	18	1	10	-3	0
Cc1cc(C)c2nc(NNC(=O)c3cc(=O)c4ccccc4o3)sc2c1	-0.6	1	0	5	15	3	-2	-22	3
CCCCC(=O)Nc1ccccc1Oc1ccccc1	0.3	5	1	0	-18	7	7	-18	-2
CC(C)NC(=O)c1cccc(Br)c1	0.1	8	0	3	12	7	10	-11	2
Cc1ccc(S(=O)(=O)N2C[C@@H]3[C@H]4CC[C@H](C4)[C@@H]3[C@@H](C)[C@H]2c2ccco2)cc1	1.9	-6	3	-5	11	-5	-1	-1	-3
N#CC1=C(N)OC2=C(C(=O)CCC2)C1c1cc2c(cc1Cl)OCO2 (stereo not drawn)	1.8	-10	9	-2	-24	-1	2	-8	-9
COc1ccccc1N1CCN(C(=O)CSc2nnc(C)n2C2CC2)CC1	-0.5	-3	4	9	1	-2	0	-24	1
O=C1CC(c2cccc(Cl)c2)Cc2nc(N3CCN(c4ccccc4)CC3)ncc21 (stereo not drawn)	1.0	-11	-4	13	7	1	7	-11	-1
Cc1ccc2nc(-c3ccc(N)cc3)sc2c1	1.0	-1	-2	13*	16	6	0	0	2
NS(=O)(=O)c1ccc(CCNC(=O)COc2ccc3c4c(c(=O)oc3c2)CCC4)cc1	-0.8	6	25	-10	-17	-5	3	-23	-4
COc1ccc(Sc2nnc(Cc3ccccc3)c3ccccc23)cc1	-1.4	10	3	-5	-8	0	2	6	2
Cc1ccc(S(=O)(=O)NCC2(c3ccccc3)CCN(C)CC2)cc1	1.8	-7	-15	-4	-4	2	2	-14	-1
COc1cccc(NC(=O)Cc2nc(-c3ccccc3)sc2-c2ccc(C)cc2)c1	1.9	1	7	-2	15	-2	5	4	-4
Cn1c(=O)c2sccc2n2c(CCCC(=O)NCc3cccnc3)nnc12	-0.6	12	8	10	16	-4	4	-31	-6
CCOC(=O)C1CCN(Cc2ccc(F)c(Br)c2)CC1	-0.8	4	7	-9	-4	-4	9	-4	-6
CCN(CC)C(=O)Oc1ccc(Br)cc1C(=O)Nc1ccc(F)cc1F	-0.8	-5	-1	-7	21	4	-4	-26	0
CCC(=O)NCCn1c(C)cc2ccccc21	5.0	6	-1	-2	13	-5	x	x	5
COc1ccc(OCC(=O)NC(=S)Nc2ccccc2F)cc1	-0.7	-2	x	x	x	x	10	-6	x

Continued, starting with the last 3 of the part before.
SMILES	CRFBP-R2 agonist	CRFR2-BP antag	CHRM5 antagonist	CHRM4 PAM	CHO-K1 Ca PAM	CHRM5 PAM	TAAR1 agonist	TAAR1 antagonist	CHRM5 agonist
CCN(CC)C(=O)Oc1ccc(Br)cc1C(=O)Nc1ccc(F)cc1F	-0.8	-5	-1	-7	21	4	-4	-26	0
CCC(=O)NCCn1c(C)cc2ccccc21	5.0	6	-1	-2	13	-5	x	x	5
COc1ccc(OCC(=O)NC(=S)Nc2ccccc2F)cc1	-0.7	-2	x	x	x	x	10	-6	x
Cc1ccc(Cl)cc1N1CCN(C(=O)c2ccc(NC3=NC4CS(=O)(=O)CC4S3)cc2)CC1 (stereo not drawn)	5.4	1	9	-9	-10	-6	0	-14	-3
Cc1cccc(C)c1N(CC(O)Cn1c2ccccc2c2ccccc21)S(C)(=O)=O (stereo not drawn)	9.8	-63	6	-1	13	1	9	19	10
CCCCNC(=O)CCNS(=O)(=O)c1ccc(C)cc1	-0.1	4	2	-7	1	2	3	-4	2
NC(=O)C1CCCN(S(=O)(=O)c2ccccc2)C1 (stereo not drawn)	0.2	8	-4	7	12	4	10	2	1
COC(=O)c1ccc(Nc2cc(C)nc3nc(C)nn23)cc1	-0.2	3	-1	6	14	2	2	-26	4
COc1ccc(CNC(=O)CSc2nc3ccc(OC)cc3[nH]2)cc1	1.1	-20	-9	-3	11	-3	-1	-12	0
COc1cnc(SCc2ccc(Cl)cc2Cl)nc1Cl	0.1	-5	7	-4	-12	-7	5	12	-1
CCn1c(CN2C(=O)CSc3ccccc32)n[nH]c1=S	-1.2	-16	8	-27	-20	-2	1	-21	-5
CCCCn1c(N)c(N(CCOC)C(=O)C2CCN(S(=O)(=O)c3ccc(C)cc3C)CC2)c(=O)[nH]c1=O	2.4	-9	1	24*	16	-2	0	-1	3
COc1ccccc1-n1c(SCC(N)=O)nnc1-c1ccccc1	-0.2	7	-2	5	17	9	6	4	1
O=C(/C=C\Nc1cccc(F)c1)c1cccs1	2.0	11	-8	1	17	-1	10	-5	-3
CC(=O)Oc1oc(-c2ccccc2)nc1C=Nc1ccc(N(C)C)cc1	1.5	2	4	-7	-19	-2	3	-7	2
COC(=O)c1cc(N2CCNCC2)nc2ccccc12	1.2	-6	14	-1	20	1	0	-10	-11
